# Salmonella PhoP GFP – PhoP-dependent GFP reporter repression – Salmonella Typhimurium, primary screen (AID 1863). one-dose inhibition, % at 50 µM; IC50 in µM for titrated hits. hit rate 0.16% among 300,000. S. Typhimurium PhoP-regulated promoter GFP reporter, 4 h; higher % means a stronger effect;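 active = inhibition over 29.93%, a cutoff 3 SD above the screen mean, later confirmed by dose response; inconclusive = inhibition over 29.93% but no dose response follow-up; inactive = inhibition at most 29.93% or unconfirmed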;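 also: 0% = low Mg2+ inducing control and 100% = high Mg2+ repressing control; strong numbers were not always called active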
# Yfh1-off respiration – enhancers of respiration in Yfh1-depleted yeast, dose response, Friedreich's ataxia, plus single-dose screen (AID 1465) | S. cerevisiae Yfh1-off respiration, WST-1 reduction, 72 h; higher fold induction means a stronger effect | hit rate 0.074% among 220,000 | fold induction at 50 µM; hits with a dose series show EC50 in µM;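 active = fold induction of absorbance versus untreated yeast above a set limit, then at least 30% activation at any dose in follow-up; inconclusive = repeats straddling the limit, or above it without dose testing; inactive = fold induction below the set limit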;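 also: activators that raise dye reduction in frataxin-depleted yeast; strong numbers were not always called active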
# human PMI inhibitors – MPI inhibition at elevated mannose 6-phosphate – biochemical, fluorescence intensity, high mannose 6-phosphate, primary screen (AID 1220). recombinant PMI enzyme, coupled fluorescence intensity; higher % means a stronger effect. inhibition, % at 20 µM; hits with a dose series show IC50 in µM. hit rate 0.66% among 190,000; in the data active = inhibition above about 50%
# XIAP displacement – small molecules displacing peptide from XIAP – biochemical, IAP family, fluorescence polarization (AID 1018) | XIAP BIR domain, fluorescence polarization peptide displacement; higher % means a stronger effect | displacement, % at 20 µM; hits with a dose series show IC50 in µM | hit rate 0.007% among 200,000; in the data active = displacement above about 50%; also: a part of the inactive calls stands beside numbers as strong as those of hits
# West Nile virus CPE – inhibition of WNV-induced cytopathic effect – cell-based, CPE readout (AID 1621); West Nile virus-infected cells, CPE inhibition; higher % means a stronger effect; one-dose CPE inhibition, % at 10 µM; IC50 in µM for titrated hits; hit rate 0.02% among 290,000; in the data active = a potency from the dose series; inconclusive = CPE inhibition mostly from about 3.7% at the one dose, without a potency; inactive = the rest, 99 in 100 with CPE inhibition below about 2.2%; also: strong numbers were not always called active
# P. falciparum M1AAP – malaria alanyl aminopeptidase activity blockers – biochemical, fluorogenic H-Leu-NHMec substrate, 1536-well (AID 1445); recombinant M1AAP, H-Leu-NHMec fluorogenic kinetic assay; higher % means a stronger effect; inhibition, % at 30 µM, or IC50 in µM where a hit was titrated; hit rate 0.42% among 220,000;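 active = primary inhibition above the hit cutoff, then over 50% inhibition at one or more dose response concentrations, cut at about 23% in these data, passing the limit was not always enough; inconclusive = conflicting primary data, or primary hits not chosen for dose response; inactive = low primary inhibition, or under 50% at every dose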;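 also: plate controls were DMSO full reaction for no effect and no enzyme background for full effect; strong numbers were not always called active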
# SIAH1 antagonists – blockers of Siah-1 interaction with plectin peptide – biochemical, fluorescence polarization, rhodamine-plectin, uHTS, primary screen (AID 1817); Siah-1 / rhodamine-plectin peptide fluorescence polarization; higher % means a stronger effect; displacement, % at 20 µM; hits with a dose series show IC50 in µM; hit rate 0.02% among 290,000;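 active = displacement of at least 50% at 20 µM, with a fluorescence ratio check between 0.3 and a set limit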;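 also: plate controls were Siah plus tracer with DMSO for no effect and tracer alone without Siah for full effect; strong numbers were not always called active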
# CSM14.1 death rescue – protection against thapsigargin-triggered cell killing – 384-well, CSM14.1, ATP luminescence, primary screen (AID 1222) | CSM14.1 thapsigargin-induced death rescue, ATP luminescence; higher % means a stronger effect | cellular ATP content (survival), % at 20 µM, or EC50 in µM where a hit was titrated | 190,000 tested, under 10 active;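 active = EC50 below 50 µM in the dose-response confirmation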;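 also: death triggered by thapsigargin at about 15 µM added after 2 h compound pretreatment; cell ATP read after overnight thapsigargin exposure of roughly 18 to 22 hours; normalized against plate controls of thapsigargin alone and 5% DMSO vehicle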
# M17LAP inhibition – P. falciparum M17LAP inhibitors, primary screen, biochemical, fluorogenic H-Leu-NHMec substrate, 1536-well (AID 1619). recombinant M17LAP, H-Leu-NHMec fluorogenic kinetic assay; higher % means a stronger effect. one-dose inhibition, % at 30 µM; IC50 in µM for titrated hits. hit rate 0.38% among 220,000;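 active = compound inhibiting the enzyme by more than half at any dose during confirmatory dose-response retesting; inconclusive = strong single-dose inhibitors picked by rank but not retested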;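 also: plate controls were full reaction with DMSO carrier for no effect and no enzyme background for full effect; strong numbers were not always called active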
# Starred values were filed as active, the others as inactive; i = inactive; ? = inconclusive; . = not tested or not shown.
SMILES,Salmonella PhoP GFP,Yfh1-off respiration,human PMI inhibitors,XIAP displacement,West Nile virus CPE,P. falciparum M1AAP,SIAH1 antagonists,CSM14.1 death rescue,M17LAP inhibition
O=C(NCC1COc2ccccc2O1)c1ccc(NC(=O)c2ccco2)cc1 (stereo unspecified),-3%,i,8%,-2.6%,-0.1%,10%,2%,-1.1%,-2%
O=C(NC(=O)c1ccccc1)OCCN1C(=O)c2ccccc2C1=O,-5%,i,6%,-2.7%,0.5%,3%,-1%,-1.3%,-2%
O=C(NCC(=O)N1CCN(c2ncccn2)CC1)c1cccs1,6%,i,-8%,-6.8%,-0.2%,-2%,2%,-1.4%,2%
O=C(CSc1nc2ccccc2o1)NCC(=O)c1ccccc1,-4%,i,4%,-6.7%,0.0%,3%,-8%,-1.2%,2%
O=C(/C=C/c1cccc([N+](=O)[O-])c1)c1ccc2c(c1)OCCO2,5%,i,2%,-1.4%,0.7%,2%,3%,-1.0%,7%
Cc1cccc(NC2(C(F)(F)F)N=C3SCCN3C2=O)n1 (stereo unspecified),-6%,i,0%,-1.9%,0.1%,2%,0%,-0.2%,10%
COc1ccc(C2C(C#N)=C(N)Oc3n[nH]c(C)c32)cc1Cn1nnc2ccccc21 (stereo unspecified),-4%,i,18%,-12%,-0.4%,0%,4%,2.3%,51%
Cc1cc(C(=O)Nc2sc3c(c2C#N)CCC(C)C3)no1 (stereo unspecified),-85%,i,8%,1.5%,1.1%,9%,1%,.,-22%
COc1ccc(N2C(=O)C(CC(=O)Nc3ccccc3)N(CCc3ccc(OC)c(OC)c3)C2=O)cc1 (stereo unspecified),0%,i,10%,-2.6%,0.1%,-3%,1%,-1.4%,5%
OCc1nc2ccccc2n1/N=C/c1cccs1,-2%,i,.,.,0.1%,-4%,-2%,.,-6%
CCCCSCc1cc(C(=O)O)oc1C(C)(C)C,2%,i,-2%,-3.1%,0.5%,-6%,5%,1.5%,-7%
COc1ccc2nc(N3CCC(C)CC3)c(C#N)cc2c1,-3%,i,-5%,-6.9%,-0.5%,8%,-3%,-4.0%,-31%
CC(Oc1ccc(Cl)cc1)c1ccn[nH]1 (stereo unspecified),2%,i,7%,-4.2%,-0.3%,-1%,4%,-0.1%,-1%
O=[N+]([O-])c1ccc(Oc2ccc(F)cc2)c2ccncc12,2%,i,18%,-2.9%,0.8%,2%,6%,-1.7%,17%
O=C(CSc1nc2c(c(=O)n1-c1ccc(Br)cc1)SCC2)NCC1CCCO1 (stereo unspecified),0%,i,-9%,-1.5%,-0.6%,21%,8%,1.1%,5%
CCN1CCN(C(=O)c2ccccc2N(Cc2ccccc2)S(C)(=O)=O)CC1,-14%,i,5%,-3.2%,-0.6%,-2%,-3%,-0.7%,0%
CCOc1ccc(C(O)c2nccn2C)cc1 (stereo unspecified),-4%,i,4%,-4.1%,0.7%,3%,-1%,2.3%,6%
COc1ccc(C2OC(=O)CC2C(=O)NC2CCCCCC2)cc1OC (stereo unspecified),-5%,i,8%,-2.9%,1.0%,0%,-1%,-1.1%,3%
CCOC(=O)CC1(c2ccccc2)CCOC(C)(C)C1 (stereo unspecified),2%,i,5%,-3.7%,0.6%,-3%,2%,1.0%,10%
COc1ccc(C2C3=C(CCCC3=O)Nc3ccc4ncccc4c32)cc1OC (stereo unspecified),0%,i,39%,-6.9%,-0.1%,3%,-2%,-1.0%,-1%
Cc1oc(-c2cc(F)ccc2F)nc1CN1CCN(C)C(=O)[C@@H]1C,-2%,i,0%,-1.9%,-1.1%,-3%,7%,0.6%,14%
CCc1nnc(NC(=O)Cn2nc(-c3ccc(OC)c(OC)c3)ccc2=O)s1,-7%,i,3%,-7.3%,0.6%,4%,0%,0.7%,4%
O=C(CC1Sc2ccccc2NC1=O)OCc1cc(=O)oc2cc(O)ccc12 (stereo unspecified),-5%,i,23%,0.4%,-0.7%,?,40%,-1.1%,-16%
COc1ccc(CN(Cc2ccccn2)S(=O)(=O)c2ccc(-n3cnnn3)cc2)cc1,-2%,.,14%,-0.3%,.,4%,17%,-1.4%,-5%
Cc1cc2c(ncn2C(C)C)c(NS(=O)(=O)c2ccc(F)cc2)c1C,-2%,.,1%,-3.6%,.,-1%,6%,-1.7%,-5%
CCOc1ccc(N2CC(C(=O)Nc3ccc(S(=O)(=O)Nc4ncccn4)cc3)CC2=O)cc1 (stereo unspecified),-8%,i,13%,-5.1%,0.4%,21%,0%,-3.7%,6%
O=[N+]([O-])c1cccc(-c2nnc(C3CC3)o2)c1,-11%,i,.,.,-0.8%,5%,-2%,.,-2%
O=C(O)c1cccc(N2C(=O)CCC2=O)c1,-9%,i,.,.,0.1%,10%,1%,.,7%
COC(=O)CCC(=O)OC1(C)C(=O)C2=CN(CC(C)C)C(c3ccc(OC)cc3)=CC2=C(Br)C1=O (stereo unspecified),2%,i,.,.,0.2%,5%,-1%,.,1%
CC(NO)/C(=N\O)c1cccs1 (stereo unspecified),-8%,i,-44%,-6.8%,0.2%,0%,-1%,-1.0%,9%
CCN(CC)S(=O)(=O)c1ccc(OC)c(NC(=S)Nc2cc(C)ccc2C)c1,4%,i,-2%,-12%,0.1%,-7%,6%,-0.5%,2%
Cc1oc(-c2cc(Cl)cc(Cl)c2)cc1C(=O)NCCc1ccccc1,-1%,i,0%,-6.1%,-1.4%,5%,-2%,-0.2%,-1%
O=C(CC(Nc1cccc(Cl)c1Cl)C(=O)OCC(=O)c1cccs1)c1ccccc1 (stereo unspecified),-2%,i,17%,-3.2%,-0.3%,-1%,1%,4.6%,2%
CCC1(C)Cc2c(sc3nnn(CC(=O)Nc4ccccc4)c(=O)c23)CO1 (stereo unspecified),-3%,i,15%,-1.1%,-0.5%,7%,1%,-2.8%,8%
CCc1c(C)sc(NC(=O)C2CC2)c1C(=O)OC(C)C,-7%,i,5%,-5.5%,-1.0%,9%,5%,-0.8%,-15%
Cc1nn(C)c(C)c1S(=O)(=O)N(CC(=O)NCc1cccs1)c1ccc(C(C)C)cc1,-2%,i,0%,-6.5%,0.4%,7%,21%,-0.3%,8%
O=C(Nc1sc2c(c1C(=O)NCc1cccnc1)CCCC2)c1ccco1,0%,i,-2%,-11%,2.8%,3%,-2%,.,-9%
CCCCc1ccc(NC(=S)N2CCCC(CO)C2)cc1 (stereo unspecified),4%,i,-20%,0.7%,-0.5%,4%,21%,-5.2%,24%
Oc1ccccc1CN1CCC(C(O)(c2ccccc2)c2ccccc2)CC1,20%,i,9%,-2.3%,-1.8%,-5%,0%,-1.9%,8%
CC(=O)c1sc(NC(=O)c2ccc(C)cc2)nc1C,-2%,i,-8%,-5.9%,-0.4%,2%,-2%,-2.8%,-3%
CC1CC(C)(C)NC(=S)N1CC(=O)N1CCN(Cc2ccc3c(c2)OCO3)CC1 (stereo unspecified),-6%,i,-3%,-2.7%,-0.5%,3%,3%,-0.6%,-3%
COc1ccc(C2C(=O)N(C3CCCCC3)CC(=O)N2C2CCCC2)cc1 (stereo unspecified),2%,i,2%,-2.0%,-0.5%,9%,2%,-0.4%,1%
NC(=O)c1cccnc1Oc1ccccc1,-6%,i,.,.,-0.3%,0%,0%,.,10%
CCOC(=O)c1sc(NC(=O)CSc2nc3c(c(=O)n2-c2ccccc2)SCC3)c(C(=O)OCC)c1C,5%,i,7%,-9.0%,0.1%,-3%,-1%,-0.6%,7%
C/C(=N\NC(=O)CN(c1ccccc1)S(C)(=O)=O)c1ccccc1O,-3%,i,-34%,-4.4%,0.1%,10%,-1%,0.4%,11%
COc1c(Cl)ccc(Cl)c1C(=O)OCC(=O)O,-6%,i,12%,-3.7%,-0.2%,-5%,2%,0.3%,-6%
O=C(COC(=O)C1CCC(=O)N1)Nc1cc(Cl)ccc1Cl (stereo unspecified),4%,i,-6%,3.5%,-0.5%,-3%,3%,2.4%,3%
O=C1C=C(O)C(n2cncn2)C(c2cc(F)ccc2F)C1 (stereo unspecified),5%,i,1%,-4.8%,0.6%,0%,7%,0.2%,4%
O=C1c2ccccc2C(=O)N1CCCCSc1nnc(-c2ccc(OC(F)F)cc2)o1,-5%,i,20%,-6.2%,-0.1%,2%,5%,-1.9%,7%
CCN(CC(=O)NC1CCS(=O)(=O)C1)S(=O)(=O)c1ccc(C)c(C)c1 (stereo unspecified),6%,i,-15%,-7.3%,-0.5%,2%,-6%,-2.7%,-19%
CCOc1ccccc1NC(=O)Nc1cccc(C(C)=O)c1,5%,i,9%,-4.2%,-0.1%,4%,-2%,0.5%,3%
CCCCc1nnc(NC(=O)COC)s1,-3%,i,-2%,-4.3%,0.5%,3%,3%,-0.8%,0%
O=C(Nc1ccccc1)N(CCCN1CCOCC1)Cc1cccs1,3%,i,2%,-4.9%,-0.3%,8%,2%,2.0%,5%
Cc1ccc(Cn2cc(S(=O)(=O)c3ccc(Cl)cc3)c(=O)c3cc(F)ccc32)cc1,-10%,i,9%,-2.4%,-1.4%,-3%,-6%,0.3%,-3%
CCOC(=O)c1ccccc1C(=O)N1CCOCCOCCOCC1,29%,i,11%,-12%,-0.4%,11%,1%,6.2%,4%
O=C(c1cc(-c2ccccc2)nc2ccccc12)N1CCOCC1,10%,i,17%,-3.3%,0.3%,-3%,0%,-1.6%,0%
Cc1cccc(NC(=S)NNC(=O)c2nn(C)cc2Cl)c1,-6%,i,10%,4.0%,0.3%,7%,-3%,-1.5%,4%
CN(C)/C=C/C(=O)c1ccc(-c2ccc(Cl)cc2Cl)o1,-1%,i,4%,-2.2%,-0.2%,8%,7%,-0.4%,2%
O=C(Nc1cccc(F)c1)c1ccccc1-c1ccccc1,1%,i,19%,0.9%,-0.4%,5%,3%,-0.5%,-10%
CC(=O)c1sc(NC(=O)C=C(C)C)nc1C,0%,i,2%,-0.2%,0.6%,7%,-2%,.,3%
CC(C)c1nc(Cl)c(C#N)c2c1CCC2,-4%,i,.,.,-0.1%,7%,0%,.,-3%
COc1ccccc1S(=O)Cc1ccc(C(=O)NCCc2ccc(Cl)cc2)o1 (stereo unspecified),5%,i,16%,-1.9%,-1.1%,2%,-2%,-1.1%,6%
